INS-1E rescue = rescue of cytokine-induced death in INS-1E beta cells | protection from cytokine-induced ATP loss, % at 10 µM | INS-1E cytokine-induced death, ATP luminescence, 48 h; normalised: neutral wells 0, positive control 100 | hit rate 0.1% among 20,000;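 active = mean replicate protection from cytokine-induced ATP loss at least 50% and at least 75% of replicates each reaching 50%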
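Assay system: INS-1E rat cells / Quantity: 8000 cells per well / Medium: RPMI without phenol red, 5% FBS / Probe or stimulus: three-cytokine cocktail (IFN-γ, TNF-α, IL-1β) / Dosing: one compound concentration, pin transfer / Timing: 48 h co-treatment, 10 min post-lysis read / Technique: CellTiter-Glo luminescence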
T cruzi intra = blocks T. cruzi growth inside host cells; hit rate 4.9% among 22,000; intracellular Trypanosoma cruzi in host cells, plate reader; activity score (inhibition), % at 5.01 µM; in the data active = activity score above about 55%;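 also: parasites and compound incubated about four days before reading; 0% = median of neutral control wells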
* hit, by the source's call; / = no result given.

SMILES	INS-1E rescue	T cruzi intra
C[C@H]1CN([C@@H](C)CO)C(=O)CCCn2cc(nn2)CO[C@H]1CN(C)C(=O)Oc1ccc2ccccc2c1	/	-0.8
C[C@@H]1CN([C@@H](C)CO)C(=O)CCCn2cc(nn2)CO[C@@H]1CN(C)C(=O)Oc1ccc2ccccc2c1	/	-15.0
C[C@H](CO)N1C[C@H](C)[C@H](CN(C)C(=O)Oc2ccc3ccccc3c2)OCc2cn(nn2)CCCC1=O	/	-6.9
C[C@H](CO)N1C[C@H](C)[C@@H](CN(C)C(=O)Oc2cccc3ccccc23)OCc2cnnn2CCCC1=O	/	-7.9
C[C@@H]1CN([C@H](C)CO)C(=O)CCCn2nncc2CO[C@H]1CN(C)C(=O)Oc1ccccc1	/	-9.2
C[C@H]1CN([C@@H](C)CO)C(=O)CCCn2nncc2CO[C@H]1CN(C)C(=O)Oc1ccc2ccccc2c1	/	-5.0
COc1ccc(OC(=O)N(C)C[C@@H]2OCc3cnnn3CCCC(=O)N([C@@H](C)CO)C[C@@H]2C)cc1	/	5.0
COc1ccc(OC(=O)N(C)C[C@H]2OCc3cnnn3CCCC(=O)N([C@@H](C)CO)C[C@@H]2C)cc1	-1.9	-1.6
C[C@@H]1CN([C@@H](C)CO)C(=O)CCCn2nncc2CO[C@H]1CN(C)C(=O)Oc1ccc2ccccc2c1	/	3.8

Reprinted at random: 3 records from the list
SMILES	INS-1E rescue	T cruzi intra
C[C@@H]1CN([C@@H](C)CO)C(=O)CCCn2nncc2CO[C@H]1CN(C)C(=O)Oc1ccc2ccccc2c1	/	3.8
COc1ccc(OC(=O)N(C)C[C@@H]2OCc3cnnn3CCCC(=O)N([C@@H](C)CO)C[C@@H]2C)cc1	/	5.0
C[C@H](CO)N1C[C@H](C)[C@H](CN(C)C(=O)Oc2ccc3ccccc3c2)OCc2cn(nn2)CCCC1=O	/	-6.9

Quoted from the listing.
T cruzi intra result of `C[C@@H]1CN([C@@H](C)CO)C(=O)CCCn2nncc2CO[C@H]1CN(C)C(=O)Oc1ccc2ccccc2c1` reads 3.8
T cruzi intra result of `C[C@@H]1CN([C@@H](C)CO)C(=O)CCCn2cc(nn2)CO[C@@H]1CN(C)C(=O)Oc1ccc2ccccc2c1` reads -15.0
INS-1E rescue result of `COc1ccc(OC(=O)N(C)C[C@H]2OCc3cnnn3CCCC(=O)N([C@@H](C)CO)C[C@@H]2C)cc1` reads -1.9
T cruzi intra result of `C[C@H](CO)N1C[C@H](C)[C@H](CN(C)C(=O)Oc2ccc3ccccc3c2)OCc2cn(nn2)CCCC1=O` reads -6.9

Screens: PubChem, Broad Institute

Some of the compounds tested (hit frequency here may not be typical).
